Source: PubChem
KOR beta-arrestin-1: kappa opioid receptor activators – cell-based, luminescence, uHTS, primary screen (AID 1777); KOR beta-arrestin recruitment, luminescence; higher % means a stronger effect; 280,000 compounds, 0.02% hits; activation, % at 10 µM; hits with a dose series show EC50 in µM; in the data active = activation above about 50%, passing the limit was not always enough; note: a part of the inactive calls stands beside numbers as strong as those of hits
GPR55 beta-arrestin: GPR55 agonists via beta-arrestin recruitment, primary screen, imaging, U2OS cells, beta-arrestin-GFP redistribution (AID 1961); 290,000 compounds, 0.048% hits; U2OS GPR55 beta-arrestin-GFP redistribution imaging; higher % means a stronger effect; activation, % at 10 µM, or EC50 in µM where a hit was titrated;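 active = activation above 40% with more than 50 cells counted in the well; inconclusive = wells holding fewer than 50 cells, flagged as toxic or sparse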;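 note: U2OS osteosarcoma cells stably expressing GPR55 and beta-arrestin-GFP; plate controls were DMSO negative control for no effect and LPI positive control for full effect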
GPR35 arrestin U2OS: inhibition of zaprinast-stimulated GPR35 beta-arrestin translocation – imaging, U2OS, beta-arrestin-GFP, zaprinast agonist, primary screen (AID 2058); inhibition, % at 10 µM; hits with a dose series show IC50 in µM; U2OS GPR35 beta-arrestin-GFP translocation imaging, zaprinast antagonism; higher % means a stronger effect; 290,000 compounds, 0.052% hits;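 active = inhibition of at least 50% with at least 30 cells and total cytoplasm GFP at most 10,000,000; inconclusive = under 30 cells or total GFP of 10,000,000 plus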
KOR beta-arrestin-2: kappa opioid receptor blockers – cell-based, luminescence, uHTS (AID 1778); KOR beta-arrestin recruitment, luminescence, antagonist mode; higher % means a stronger effect; one-dose inhibition, % at 10 µM; IC50 in µM for titrated hits; 290,000 compounds, 0.091% hits; in the data active = inhibition above about 50%; note: strong numbers were not always called active
West Nile virus CPE: inhibition of WNV-induced cytopathic effect – cell-based, CPE readout (AID 1621). West Nile virus-infected cells, CPE inhibition; higher % means a stronger effect. CPE inhibition, % at 10 µM, or IC50 in µM where a hit was titrated. 290,000 compounds, 0.02% hits; in the data active = a potency from the dose series; inconclusive = CPE inhibition mostly from about 3.7% at the one dose, without a potency; inactive = the rest, 99 in 100 with CPE inhibition below about 2.2%; note: strong numbers were not always called active
NTR1 agonist: NTR1-driven beta-arrestin-GFP spot formation – imaging, U2OS cells, high content, primary screen (AID 493036); agonist mode; P30989; 330,000 compounds, 0.17% hits; activation, % at 20 µM;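 active = activation at or above 40% of the spot to cytoplasm intensity ratio, with at least 20 cells analyzed; inconclusive = wells under 20 cells, flagged as cytotoxic or low count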;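 note: 0% = DMSO without peptide and 100% = 100 nM NTR1 peptide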
Target sequence (P30989 whole entry, looked up): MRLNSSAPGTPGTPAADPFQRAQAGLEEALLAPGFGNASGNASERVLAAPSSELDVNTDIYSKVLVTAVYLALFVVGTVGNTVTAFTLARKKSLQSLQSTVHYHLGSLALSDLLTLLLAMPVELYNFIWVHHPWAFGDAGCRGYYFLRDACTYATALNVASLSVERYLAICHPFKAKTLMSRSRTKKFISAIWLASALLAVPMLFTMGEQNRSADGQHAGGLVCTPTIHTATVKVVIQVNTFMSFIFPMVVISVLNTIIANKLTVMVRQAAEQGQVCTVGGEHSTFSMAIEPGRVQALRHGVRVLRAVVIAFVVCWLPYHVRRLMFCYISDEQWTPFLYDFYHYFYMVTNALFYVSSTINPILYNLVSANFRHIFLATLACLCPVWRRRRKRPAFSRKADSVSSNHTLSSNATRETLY
GPR55 antagonists: inhibition of LPI-stimulated GPR55 beta-arrestin translocation – imaging, U2OS, beta-arrestin-GFP, LPI agonist, primary screen (AID 2013); 290,000 compounds, 0.13% hits; U2OS GPR55 beta-arrestin-GFP translocation imaging, LPI antagonism; higher % means a stronger effect; inhibition, % at 10 µM; hits with a dose series show IC50 in µM;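 active = spots per cell inhibited over 60%, with over 100 cells counted and total cytoplasm intensity under 500,000; inconclusive = wells with under 100 cells, flagged as likely toxic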;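 note: U2OS cells stably carrying GPR55 and arrestin-GFP stimulated by 5 µM LPI near EC80; imaged beta-arrestin-GFP aggregate spots per cell after agonist stimulation; plate controls were LPI-stimulated DMSO wells for no effect and DMSO wells without LPI for full effect; some results filed as inactive read as strong as hits; confirmed hits need IC50 under 10 µM and bright autofluorescent wells are also inconclusive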
PhoP inhibition: inhibitors of PhoP regulon expression, primary screen, Salmonella Typhimurium, GFP reporter (AID 1863); inhibition, % at 50 µM, or IC50 in µM where a hit was titrated; S. Typhimurium PhoP-regulated promoter GFP reporter, 4 h; higher % means a stronger effect; 300,000 compounds, 0.16% hits;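 active = inhibition over 29.93%, a cutoff 3 SD above the screen mean, later confirmed by dose response; inconclusive = inhibition over 29.93% but no dose response follow-up; inactive = inhibition at most 29.93% or unconfirmed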;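 note: 0% = low Mg2+ inducing control and 100% = high Mg2+ repressing control; strong numbers were not always called active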
T cell HTS: T cell immune modulators affecting CD8 T cell-vesicle binding | 2C CD8+ T cell-vesicle binding, flow cytometry; hits give low values | calls only at 7 µM | 330,000 compounds, 0.068% hits;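 active = response, share of CD8 T cells binding vesicles, and their 90th percentile fluorescence all below set limits, cut at about 80% in these data, passing the limit was not always enough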
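Assay system – 2C mouse CD8+ T cells · Also added – QL9-loaded Drosophila micro-vesicles · Timing – Cell–vesicle co-incubation 1.5 h at 37 °C, staining 20 min on ice · Signal – flow cytometry of vesicle-bound cells · Measure – percent CD8+ FL2 mean versus row control · Controls – Peptide-free naked vesicles (low) and QL9 vesicles with 0.7% DMSO vehicle (high)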
T cell HTS vesicle-bound %: recorded beside T cell HTS, whose call it bears; double positive events, %; measured here: CD8+ vesicle-bound cell fraction;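 binding gate set so that unloaded-vesicle control wells show 10% double positive cells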
NTR1 agonist cell count 20 µM: recorded beside NTR1 agonist, whose call it bears; cell count; measured here: cell count, cytotoxicity flag
* = called active by the depositor; [ ] = another dose, or the depositor's remark. This is a random part of the collection; about 0.62% have a hit in one of these screens.

Results for CC(C)(C)C(=O)NC(=S)Nc1ccccc1C(=O)Nc1ccccc1 ?
KOR beta-arrestin-1: 7.7%; GPR55 beta-arrestin: -0.1%; GPR35 arrestin U2OS: 8.6%; KOR beta-arrestin-2: -23.4%; West Nile virus CPE: -0.2%; NTR1 agonist: -1.3; GPR55 antagonists: 21.2%; PhoP inhibition: 5.8%; T cell HTS: inactive; T cell HTS vesicle-bound %: 25.7; NTR1 agonist cell count 20 µM: 44

Results for Cc1ccc(C)c(C(C)NC(=O)c2ccc(Br)o2)c1 (stereo unspecified) ?
KOR beta-arrestin-1: -0.5%; GPR55 beta-arrestin: -0.1%; GPR35 arrestin U2OS: 3.5%; KOR beta-arrestin-2: -28.3%; West Nile virus CPE: -0.6%; NTR1 agonist: -1.2; GPR55 antagonists: 8.1%; PhoP inhibition: -1.5%; T cell HTS: inactive; T cell HTS vesicle-bound %: 54.6; NTR1 agonist cell count 20 µM: 51

Results for CC(CN1C(C)CCCC1C)OC(=O)c1ccc(F)cc1 (stereo unspecified) ?
KOR beta-arrestin-1: 3.6%; GPR55 beta-arrestin: 1.4%; GPR35 arrestin U2OS: -4.1%; KOR beta-arrestin-2: 5.1%; West Nile virus CPE: -0.5%; NTR1 agonist: -0.9; GPR55 antagonists: 9.7%; PhoP inhibition: -0.1%; T cell HTS: inactive; T cell HTS vesicle-bound %: 28.4; NTR1 agonist cell count 20 µM: 48

How did O=S(=O)(c1ccsc1)N1CC=C(c2ccccc2)CC1 do in these assays?
KOR beta-arrestin-1: 2.8%; GPR55 beta-arrestin: -0.1%; GPR35 arrestin U2OS: -1.2%; KOR beta-arrestin-2: -1.7%; West Nile virus CPE: -0.6%; NTR1 agonist: 4.2; GPR55 antagonists: 21.6%; PhoP inhibition: -5.9%; T cell HTS: inactive; T cell HTS vesicle-bound %: 19.2; NTR1 agonist cell count 20 µM: 62

What do the screens show for `Cc1ccc(S(=O)(=O)Oc2ccc(/C=C3/N=C(c4ccccc4)OC3=O)cc2)cc1`?
KOR beta-arrestin-1: 1.7%; GPR55 beta-arrestin: -0.2%; GPR35 arrestin U2OS: -15.6%; KOR beta-arrestin-2: -45.4%; West Nile virus CPE: 0.2%; NTR1 agonist: 0.9; GPR55 antagonists: -7.3%; PhoP inhibition: 6.4%; T cell HTS: inactive; T cell HTS vesicle-bound %: 30.6; NTR1 agonist cell count 20 µM: 56

How did CCOC(=O)[C@@H]1[C@H]2COc3ccccc3[C@H]2N2C(=O)N(c3ccc(OC)cc3)C(=O)[C@]12C do in these assays?
KOR beta-arrestin-1: -3.4%; GPR55 beta-arrestin: 0.0%; GPR35 arrestin U2OS: -5.6%; KOR beta-arrestin-2: -7.7%[20 µM]; West Nile virus CPE: -1.0%; NTR1 agonist: -2.1; GPR55 antagonists: -9.8%; PhoP inhibition: -4.3%; T cell HTS: inactive; T cell HTS vesicle-bound %: 13.7; NTR1 agonist cell count 20 µM: 82

Results for COc1ccc(C)cc1NC(=O)C1CCN(S(=O)(=O)c2c(C)noc2C)CC1 ?
KOR beta-arrestin-1: 3.6%; GPR55 beta-arrestin: -0.2%; GPR35 arrestin U2OS: -3.8%; KOR beta-arrestin-2: -54.6%; West Nile virus CPE: 0.1%; NTR1 agonist: 0.2; GPR55 antagonists: 1.1%; PhoP inhibition: -4.5%; T cell HTS: inactive; T cell HTS vesicle-bound %: 31.2; NTR1 agonist cell count 20 µM: 62

Results for c1nc(NC2CCCCC2)c2[nH]cnc2n1 ?
KOR beta-arrestin-1: 1.8%; GPR55 beta-arrestin: -0.5%; GPR35 arrestin U2OS: -6.5%; KOR beta-arrestin-2: -4.4%; West Nile virus CPE: -0.1%; NTR1 agonist: -2.2; GPR55 antagonists: -4.9%; PhoP inhibition: -2.0%; T cell HTS: inactive; T cell HTS vesicle-bound %: 25.2; NTR1 agonist cell count 20 µM: 76

What do the screens show for `COc1ccc(S(=O)(=O)N2CC=C(C(=O)NC3CCCC3)CC2)cc1`?
KOR beta-arrestin-1: 1.1%; GPR55 beta-arrestin: 0.0%; GPR35 arrestin U2OS: 1.4%; KOR beta-arrestin-2: -12.2%; West Nile virus CPE: 1.0%; NTR1 agonist: 0.0; GPR55 antagonists: 13.3%; PhoP inhibition: -9.1%; T cell HTS: inactive; T cell HTS vesicle-bound %: 26.8; NTR1 agonist cell count 20 µM: 55

What do the screens show for `COc1ccc(Cc2nnc(NC(=O)c3c(-c4ccccc4)noc3C)s2)cc1`?
KOR beta-arrestin-1: 0.5%; GPR55 beta-arrestin: -0.1%; GPR35 arrestin U2OS: -7.8%; KOR beta-arrestin-2: -1.6%; West Nile virus CPE: -0.2%; NTR1 agonist: 1.3; GPR55 antagonists: 9.3%; PhoP inhibition: -11.8%; T cell HTS: inactive; T cell HTS vesicle-bound %: 59.6; NTR1 agonist cell count 20 µM: 52

What do the screens show for `CCOC(=O)CNC(=S)N(Cc1ccco1)Cc1ccccc1Cl`?
KOR beta-arrestin-1: -3.9%; GPR55 beta-arrestin: -0.1%; GPR35 arrestin U2OS: 4.1%; KOR beta-arrestin-2: 12.5%; West Nile virus CPE: -0.6%; NTR1 agonist: 1.7; GPR55 antagonists: 8.9%; PhoP inhibition: -3.7%; T cell HTS: inactive; T cell HTS vesicle-bound %: 62.1; NTR1 agonist cell count 20 µM: 83

How did COc1ccc(N2CCN(C(=O)c3ccc(-c4ccccc4)cc3)CC2)cc1 do in these assays?
KOR beta-arrestin-1: -0.2%; GPR55 beta-arrestin: -0.1%; GPR35 arrestin U2OS: -6.0%; KOR beta-arrestin-2: -17.3%; West Nile virus CPE: 0.3%; NTR1 agonist: 2.5; GPR55 antagonists: 1.2%; PhoP inhibition: 2.6%; T cell HTS: inactive; T cell HTS vesicle-bound %: 20.7; NTR1 agonist cell count 20 µM: 89

Results for Cc1ccc(NC(=O)Nc2ccc(Cl)cc2)c(Br)c1 ?
KOR beta-arrestin-1: 2.0%; GPR55 beta-arrestin: 0.1%; GPR35 arrestin U2OS: -6.9%; West Nile virus CPE: -1.1%; NTR1 agonist: 1.8; GPR55 antagonists: -1.8%; PhoP inhibition: 6.2%; T cell HTS: inactive; T cell HTS vesicle-bound %: 41.7; NTR1 agonist cell count 20 µM: 48

How did NC(=O)NCCCC(=O)NCC(c1ccccc1Cl)c1c[nH]c2ccccc12 (stereo unspecified) do in these assays?
KOR beta-arrestin-1: -0.6%; GPR55 beta-arrestin: 0.3%; GPR35 arrestin U2OS: -2.1%; KOR beta-arrestin-2: 16.6%; West Nile virus CPE: -0.7%; NTR1 agonist: 1.9; GPR55 antagonists: -8.1%; PhoP inhibition: -4.3%; T cell HTS: inactive; T cell HTS vesicle-bound %: 52.0; NTR1 agonist cell count 20 µM: 84

What do the screens show for `O=C(Nc1ccc(N2CCCCC2)c(C(=O)O)c1)c1ccco1`?
KOR beta-arrestin-1: -1.0%; GPR55 beta-arrestin: 0.0%; GPR35 arrestin U2OS: -4.6%; KOR beta-arrestin-2: 43.7%; West Nile virus CPE: 0.0%; NTR1 agonist: -6.4; GPR55 antagonists: 15.2%; PhoP inhibition: 3.7%; T cell HTS: inactive; T cell HTS vesicle-bound %: 50.8; NTR1 agonist cell count 20 µM: 88

Results for CC(C)CCNC(=S)Nc1ccccn1 ?
KOR beta-arrestin-1: 8.5%; GPR55 beta-arrestin: -0.1%; GPR35 arrestin U2OS: -2.0%; KOR beta-arrestin-2: -13.2%; West Nile virus CPE: -0.6%; NTR1 agonist: -0.3; GPR55 antagonists: 4.5%; PhoP inhibition: 3.4%; T cell HTS: inactive; T cell HTS vesicle-bound %: 44.4; NTR1 agonist cell count 20 µM: 56

How did COc1ccc(CNC(=O)C(=O)NCCCn2ccnc2)cc1 do in these assays?
GPR55 beta-arrestin: -0.1%; GPR35 arrestin U2OS: 13.2%; KOR beta-arrestin-2: -10.2%[20 µM]; West Nile virus CPE: 0.8%; NTR1 agonist: -1.5; GPR55 antagonists: 11.6%; PhoP inhibition: -3.2%; T cell HTS: inactive; T cell HTS vesicle-bound %: 61.8; NTR1 agonist cell count 20 µM: 59

What do the screens show for `CCn1c(Cc2ccccc2)nnc1SCC(=O)Nc1ccccc1N1CCOCC1`?
KOR beta-arrestin-1: -0.8%; GPR55 beta-arrestin: -0.3%; GPR35 arrestin U2OS: 10.1%; KOR beta-arrestin-2: 7.2%; West Nile virus CPE: -1.4%; NTR1 agonist: -0.7; GPR55 antagonists: 5.6%; PhoP inhibition: 2.3%; T cell HTS: inactive; T cell HTS vesicle-bound %: 11.3; NTR1 agonist cell count 20 µM: 84

How did Cc1ccccc1NC(=O)Cc1nc(CSc2nnc(-c3ccc4c(c3)OCO4)o2)cs1 do in these assays?
KOR beta-arrestin-1: -1.6%; GPR55 beta-arrestin: -0.4%; GPR35 arrestin U2OS: -7.8%; KOR beta-arrestin-2: -7.3%; West Nile virus CPE: 0.2%; NTR1 agonist: 1.5; GPR55 antagonists: 4.1%; PhoP inhibition: -2.7%; T cell HTS: inactive; T cell HTS vesicle-bound %: 6.2; NTR1 agonist cell count 20 µM: 50

Results for O=c1[nH]c2ccc(Cl)cc2c(-c2ccccc2)c1N1CCOCC1 ?
KOR beta-arrestin-1: -0.5%; GPR55 beta-arrestin: -0.2%; GPR35 arrestin U2OS: -12.8%; KOR beta-arrestin-2: -14.3%; West Nile virus CPE: inconclusive; NTR1 agonist: 22.5; GPR55 antagonists: -3.8%; PhoP inhibition: 4.2%; T cell HTS: inactive; T cell HTS vesicle-bound %: 31.8; NTR1 agonist cell count 20 µM: 44

Results for CCN(/N=C/C=C/c1ccccc1)c1cc(=O)n(C)c(=O)[nH]1 ?
KOR beta-arrestin-1: 12.1%; GPR55 beta-arrestin: -0.5%; GPR35 arrestin U2OS: 4.8%; KOR beta-arrestin-2: 7.6%; West Nile virus CPE: 0.5%; NTR1 agonist: 2.7; GPR55 antagonists: -2.9%; PhoP inhibition: -4.0%; T cell HTS: inactive; T cell HTS vesicle-bound %: 56.2; NTR1 agonist cell count 20 µM: 81

What do the screens show for `COC(=O)c1ccc2ccccc2c1OC1OC(CO)C(O)C(O)C1NC(C)=O` (stereo unspecified)?
KOR beta-arrestin-1: 0.2%; GPR55 beta-arrestin: 0.2%; GPR35 arrestin U2OS: 6.9%; KOR beta-arrestin-2: -73.2%[20 µM]; West Nile virus CPE: -0.2%; NTR1 agonist: 0.1; GPR55 antagonists: 11.2%; PhoP inhibition: -3.5%; T cell HTS: inactive; T cell HTS vesicle-bound %: 54.9; NTR1 agonist cell count 20 µM: 53
